# NTR1 agonist = agonists of NTR1, primary screen, imaging, U2OS cells, beta-arrestin-GFP, high content (AID 493036) | Neurotensin receptor type 1 (Homo sapiens), P30989 | NTR1-U2OS beta-arrestin-GFP spot imaging, agonist mode | activation, % at 20 µM | 330,000 tested, 0.17% active;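 active = activation at or above 40% of the spot to cytoplasm intensity ratio, with at least 20 cells analyzed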;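 note: 0% = DMSO without peptide and 100% = 100 nM NTR1 peptide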
# Target sequence (P30989 whole entry, looked up): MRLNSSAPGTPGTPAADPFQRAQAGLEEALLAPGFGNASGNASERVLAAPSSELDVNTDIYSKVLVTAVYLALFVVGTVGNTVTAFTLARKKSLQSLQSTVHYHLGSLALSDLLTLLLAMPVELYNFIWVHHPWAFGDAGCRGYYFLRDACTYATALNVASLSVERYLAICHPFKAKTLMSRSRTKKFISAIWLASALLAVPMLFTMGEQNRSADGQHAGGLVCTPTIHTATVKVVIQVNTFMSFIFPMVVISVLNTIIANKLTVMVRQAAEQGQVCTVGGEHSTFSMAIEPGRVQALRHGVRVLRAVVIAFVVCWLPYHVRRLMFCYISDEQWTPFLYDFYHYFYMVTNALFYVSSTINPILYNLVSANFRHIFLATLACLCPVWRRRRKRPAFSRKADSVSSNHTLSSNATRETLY
# T cell modulator = modulators of CD8 T cell-vesicle binding, primary screen, mouse 2C CD8+ T cells, flow cytometry | 2C CD8+ T cell-vesicle binding; stronger effect = lower value | calls only at 7 µM | 330,000 tested, 0.068% active;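 active = response, share of CD8 T cells binding vesicles, and their 90th percentile fluorescence all below set limits, cut at about 80% in these data, passing the limit was not always enough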
#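 Also added: QL9-peptide-loaded Drosophila micro-vesicles bearing Ld, ICAM-1 and B7-1; Test system: purified 2C TCR transgenic mouse naive CD8+ T cells; Measured by: cytometric PE anti-B7-1 and Alexa647 anti-CD8 signals after 1% paraformaldehyde fixation; Timing: binding step 1.5 h, 37 °C, antibody labelling 20 min, ice.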
# Rac1 GTP hydrolysis = MgcRacGAP GTPase-activating activity inhibitors, confirmation, biochemical, ADP Hunter fluorescence. Rac GTPase-activating protein 1 (Homo sapiens). MgcRacGAP-stimulated Rac1 GTP hydrolysis, ADP Hunter fluorescence; higher % means a stronger effect; GST-tagged Rac1 F28L mutant substrate. inhibition, % at 30 µM, or IC50 in µM where a hit was titrated. 340,000 tested, 0.6% active. AID 624330, 2012;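 active = first-screen hits whose inhibition reached a set limit at any dose in the follow-up dose series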;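 note: fluorescence reports GDP produced by GAP-driven GTP hydrolysis; strong numbers were not always called active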
# T cell modulator vesicle-bound % = also measured in T cell modulator; calls as there; double positive events, %; measured here: CD8+ vesicle-bound cell fraction;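 binding gate set so that unloaded-vesicle control wells show 10% double positive cells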
# NTR1 agonist cell count 20 µM = second read-out of NTR1 agonist, no call of its own (marks repeat the call); cell count; measured here: cell count, cytotoxicity flag
# Starred values were filed as active, the others as inactive; i = inactive; & = joins results of further samples. Only part of the results is shown. The share of hits here may be higher or lower than overall.
# Below each SMILES: NTR1 agonist	NTR1 agonist cell count 20 µM	T cell modulator	T cell modulator vesicle-bound %	Rac1 GTP hydrolysis
O=C(CCN=C1NS(=O)(=O)c2ccccc21)Nc1ccc(F)cc1Cl
 : -2.3	54	i	54	-2%
CCC(C)(C)C1CCC2(CC1)NC(=O)N(CC(=O)NCCCc1ccccc1)C2=O (stereo not given)
 : 3.2	64	i	26	3%
CC(=O)Nc1nc(-c2ccccc2)cc(-c2ccco2)c1C#N
 : 2.1	58	i	20	8%
CC(=O)c1cccc(S(=O)(=O)N2CCN(CCOc3ccccc3)CC2)c1
 : 0.9	52	i	35	6%
CN(CC(=O)Nc1ccccc1C(F)(F)F)C(=O)CSc1nnc(-c2ccncc2)n1C
 : 1.4	66	i	27	-2%
CCCCN(C(=O)c1ccc2c(c1)NC(=O)CS2)c1ccccc1
 : 1.9	64	i	27	2%
C=CCC[C@H](Cc1ccc(F)cc1)C(=O)OC[C@H](Cc1c[nH]c2ccccc12)NC(=O)[C@H](CC=C)CC(=O)N[C@H](CO)Cc1ccccc1
 : 1.6	56	i	11	4%
Cc1nnc(SCC(=O)Nc2ccc(OC(F)F)c(Cl)c2)n(N)c1=O
 : 3.0	52	i	34	0%
CC(=O)Nc1nc2cc(C(N)=O)ccc2s1
 : 2.9	64	i	36	12%
CC1(C)Cc2c(cnn2-c2ccccc2)C(=O)/C1=N\NC(=O)c1ccncc1
 : -0.8	103	i	46	1%
CN(C(=O)c1ccc(NC(=O)Cc2cccc(NC(=O)C3CCCN(C(=O)C4CCC4)C3)c2)cc1)C1CCCC1 (stereo not given)
 : -0.2	48	i	31	7%
CCc1nnc(NC(=O)Cc2ccc(S(=O)(=O)N3CCCCC3)cc2)s1
 : 3.0	61	i	28	0%
O=C(NNC(=O)c1cc(S(=O)(=O)N2CCOCC2)c(Cl)cc1Cl)c1ccccc1F
 : 3.9	53	i	28	2%
CCN(C[C@H]1N[C@@](C)(C(=O)OC)[C@H]2C(=O)N(Cc3ccccc3)C(=O)[C@@H]12)C(=O)Nc1ccc(F)cc1
 : -1.9	63	i	10	5%
COc1ccc(NC(=O)CN2CCOCC2)cc1S(=O)(=O)N1CCCCC1
 : -0.4	52	i	46	1%
C=CC[C@@H](CC(=O)N[C@H](CO)Cc1ccccc1)C(=O)N[C@H](COC(=O)[C@@H](CC=C)Cc1ccc(F)cc1)C(C)(C)C
 : 14	68	i	8	-6%
CCN(CC)S(=O)(=O)c1ccc(=O)n(CC(=O)N2CCCc3cc(C)ccc32)c1
 : -1.0	77	i	53	8%
CC(C)CN(C(=O)CCNC(=O)c1ccc(Cl)cc1)c1c(N)n(CC(C)C)c(=O)[nH]c1=O
 : 5.1	68	i	38	-5%
CCOC(=O)C1=C(C)NC(C)=C(C(=O)OCC)C1C(=O)OCC(=O)NCc1ccc(F)cc1
 : -1.1	45	i	37	2%
O=C(COC(=O)c1ccc(N2CCCC2=O)cc1)Nc1ccccc1
 : -1.1	52	i	35	-6%
Cc1cc(C)n2nc(SC(C)C(=O)N3CC(C)OC(C)C3)nc2n1 (stereo not given)
 : -0.5	48	i	52	5%
COc1cccc(CNC(=O)COC(=O)CNC(=O)c2ccc(-c3ccccc3)cc2)c1
 : 1.6	48	i	20	-2%
Cc1ccc(S(=O)(=O)Nc2ccc3c4c(cccc24)CC3)c(C)c1
 : 41*	64*	i	57	9%
CCN(CC)S(=O)(=O)c1ccc(OC)c(NC(=O)CCc2c(C)noc2C)c1
 : -1.2	61	i	30	1%
O=C(CNC(=O)c1ccco1)NNC(=O)c1ccc(Br)cc1
 : -1.1	48	i	44	6%
CC(=O)C[C@H](O)CC(=O)[C@H]1OC(=O)CCCCCCCc2ccccc21
 : 1.7	42	i	22	6%
Cc1ccc2c(c1)C(=O)N1[C@H]3c4cc(C)ccc4OC[C@@H]3[C@H](c3ccccc3)[C@]1(C)C(=O)N2
 : 2.3	68	i	18	5%
Cc1c(Br)cnn1C(C)C(=O)N1CCN(c2ccccc2F)CC1 (stereo not given)
 : 0.5	66	i	23	6%
CC(C)(C)NC(=O)CC1C[C@H](C(=O)N2CCCCC2)[C@@]2(C)c3[nH]c4ccccc4c3CCN2C1=O (stereo not given in full)
 : 4.2	45	i	5	5%
Cc1ccc(NC(=O)CN2C(=O)NC3(CCCCC3)C2=O)cc1S(=O)(=O)N1CCOCC1
 : 1.5	48	i	25	2%

# Single records, as listed above.
# `CCN(CC)S(=O)(=O)c1ccc(OC)c(NC(=O)CCc2c(C)noc2C)c1` is entered as NTR1 agonist: -1.2; NTR1 agonist cell count 20 µM: 61; T cell modulator: i; T cell modulator vesicle-bound %: 30; Rac1 GTP hydrolysis: 1%
# `O=C(NNC(=O)c1cc(S(=O)(=O)N2CCOCC2)c(Cl)cc1Cl)c1ccccc1F` is entered as NTR1 agonist: 3.9; NTR1 agonist cell count 20 µM: 53; T cell modulator: i; T cell modulator vesicle-bound %: 28; Rac1 GTP hydrolysis: 2%

# Returning to the listing, repeating the four entries before the break.
# Below each SMILES: NTR1 agonist	NTR1 agonist cell count 20 µM	T cell modulator	T cell modulator vesicle-bound %	Rac1 GTP hydrolysis
Cc1ccc2c(c1)C(=O)N1[C@H]3c4cc(C)ccc4OC[C@@H]3[C@H](c3ccccc3)[C@]1(C)C(=O)N2
 : 2.3	68	i	18	5%
Cc1c(Br)cnn1C(C)C(=O)N1CCN(c2ccccc2F)CC1 (stereo not given)
 : 0.5	66	i	23	6%
CC(C)(C)NC(=O)CC1C[C@H](C(=O)N2CCCCC2)[C@@]2(C)c3[nH]c4ccccc4c3CCN2C1=O (stereo not given in full)
 : 4.2	45	i	5	5%
Cc1ccc(NC(=O)CN2C(=O)NC3(CCCCC3)C2=O)cc1S(=O)(=O)N1CCOCC1
 : 1.5	48	i	25	2%
Cc1noc(C)c1C(=O)Nc1ccccc1N1CCCC1
 : -2.5	86	i	18	3%
COc1ccc(CCNC(=O)CSc2nc3scc(-c4ccccc4)c3c(=O)[nH]2)cc1
 : 1.1	56	i	45	0%
COc1cc(C(=O)OCC(=O)c2ccc(S(=O)(=O)N3CCCCC3)cc2)cc(OC)c1OC
 : -1.3	69	i	47	6%
N#CCC(=O)Nc1ccc(C(=O)OCC(=O)Nc2ccc3ccccc3c2)cc1
 : 0.7	61	i	23	6%
Nc1nc2cc(S(=O)(=O)N3CCOCC3)ccc2o1
 : 2.7	68	i	50	15%
O=C(COC(=O)c1cccc(S(=O)(=O)N2CCOCC2)c1)Nc1ccc(Cl)cn1
 : 0.4	74	i	54	4%
C[C@]12c3[nH]c4ccccc4c3CCN1C(=O)C(CC(=O)NCC13CC4CC(CC(C4)C1)C3)C[C@@H]2C(=O)N1CCOCC1 (stereo not given in full)
 : 3.3	62	i	16	6%
CCc1cc(C(=O)N2CCN(S(=O)(=O)c3ccc(Cl)cc3)CC2)sc1C
 : 11	58	i	16	2%
Cc1cccc(OC(C)C(=O)OCC(=O)N2CCN(c3ccccc3)CC2)c1 (stereo not given)
 : 1.2	57	i	39	3%
Cc1ccc(S(=O)(=O)N(C)C)cc1NC(=O)C1CCCCN1S(=O)(=O)c1ccccc1 (stereo not given)
 : 4.5	57	i	39	3%
Cc1ccc(S(=O)(=O)NC[C@H]2O[C@@H](n3cnc4c(N)ncnc43)[C@H](O)[C@@H]2O)s1
 : 1.9	57	i	30	4%
CCN(C(=O)c1ccc2c(c1)OCO2)C12CC3CC(CC(C3)C1)C2
 : 3.9	91	i	40	8%
COc1ccc(C(=O)N2CCN(S(=O)(=O)c3ccc(Br)cc3)CC2)cc1
 : -0.7	55	i	36	2%
CCC(=O)N(c1nnc(SCC(=O)Nc2ccccc2Cl)s1)C1CC1
 : 0.9	48	i	42	-1%
CN(Cc1ccc(Cl)cc1)C(=O)COC(=O)CSc1ccc([N+](=O)[O-])cc1
 : -1.3	61	i	42	1%
O=C(c1n[nH]c2ccccc12)N1CCN(S(=O)(=O)c2ccc(Cl)cc2)CC1
 : -2.5	65	i	31	5%
O=C(CCc1nc2ccccc2c(=O)[nH]1)N1CCN(c2ccccc2Cl)CC1
 : -1.4	64	i	44	5%
CCCCCCC(=O)O
 : 2.4	52	i	7	3%
Cc1nnc(SCC(=O)Nc2sccc2C(N)=O)s1
 : 0.5	62	i	47	2%
CN(Cc1ccccc1)C(=O)c1[nH]cnc1C(=O)Nc1nccs1
 : -1.7	48	i	39	11%
COC(=O)c1c(-c2ccc(N(C)C)cc2)sc2ccc(OC)cc12
 : 9.9	67	i	30	5%
COc1ccc(N2CCN(C(=O)c3cccc(S(=O)(=O)N4CCCc5ccccc54)c3)CC2)cc1
 : 2.1	62	i	35	12%
O=C(NC(=S)NCc1ccc(Cl)cc1)c1ccco1
 : 2.1	47	i	42	6%
CN(C(=O)CSc1nnnn1-c1ccc(O)cc1)C1CCCCC1
 : 0.6	49	i	47	0%
C[C@H]1CN([C@@H](C)CO)C(=O)Cc2cc(NC(=O)CCC(F)(F)F)ccc2O[C@H]1CN(C)S(C)(=O)=O
 : -1.8	73	i	10	0%
Cc1noc(C)c1COc1ccc(C(=O)NCCc2ccc(F)cc2)cc1
 : 0.3	51	i	46	0%
Cc1cc(C)cc(NC(=O)COC(=O)CCn2c(C)csc2=O)c1
 : -2.2	57	i	42	3%
COc1ccc(CNC(=O)CCC(=O)c2ccc(F)cc2)cc1OC
 : -0.5	59	i	46	0%
O=C(CN1CCCCC1)NC(=O)NC1CCCCC1
 : -0.6	62	i	33	5%
CCCCN(C(=O)c1cc2c(s1)CCCC2)c1c(N)n(CCC)c(=O)[nH]c1=O
 : -0.2	60	i	39	0%
O=C1OC[C@@H]2CCCN2C(=O)[C@H](CC(=O)N(CCO)Cc2ccccc2)C/C=C\CC[C@@H]1Cc1ccc(F)cc1
 : 3.3	62	i	23	7%
O=C(CSc1n[nH]c(-c2cccs2)n1)N1CCOCC1
 : -0.1	57	i	23	2%
O=S(=O)(/N=C(/Nc1nccs1)c1ccc(F)cc1)c1ccccc1
 : -1.7	53	i	44	-7%
Cc1cc(C(=O)OCC(=O)NC2CCCCC2C)c2ccccc2n1 (stereo not given)
 : 1.2	56	i	50	0%
C/C(=N\Nc1ccc(S(=O)(=O)N2CCCCC2)cn1)c1ccc(O)cc1
 : 2.4	63	i	41	23µM*
COc1cccc(NC(=O)CN(C)C(=O)CCSc2ccc(C)cc2)c1
 : 0.5	85	i	31	4%
O=c1[nH][nH]c(=O)c2cc([N+](=O)[O-])ccc12
 : 1.1	65	i	31	-7%&5%
O=C(Nc1cc(S(=O)(=O)N2CCOCC2)ccc1N1CCOCC1)c1ccccc1F
 : -1.5	85	i	31	3%
COc1ccc(Cl)cc1C(=O)NNC(=O)COC(=O)c1ccc(Br)o1
 : 2.7	64	i	41	-22%
COc1ccc(C(CNC(=O)CNC(=O)c2ccc(F)cc2)N2CCCC2)cc1 (stereo not given)
 : -1.9	66	i	19	5%
CC(C)(C)[C@H]1COC(=O)CC/C=C\C[C@@H](CC(=O)N[C@H](CO)Cc2ccccc2)C(=O)N1
 : -1.5	56	i	16	-1%
CC1CCN(CCC(=O)Nc2ccc(Br)cc2)CC1
 : -0.8	52	i	41	2%
CC(C)(C)OC(=O)NCCCCCNC(=O)c1[nH]cnc1C(=O)Nc1nccs1
 : 2.3	56	i	42	4%
CC(C)N(Cc1nnc(-c2ccccc2Br)o1)C(=O)c1cc(Cl)nc2ccccc12
 : 0.8	56	i	40	3%
C[C@H](CO)N1C[C@H](C)[C@@H](CN(C)S(=O)(=O)c2ccc(Cl)cc2)Oc2ccc(NS(=O)(=O)c3ccccc3)cc2CC1=O
 : 1.2	53	i	16	0%
Cc1ccc(S(=O)(=O)NCC(=O)OCC(=O)Nc2ccc3c(c2)OCCO3)cc1
 : 1.7	64	i	4	9%
COc1ccc(S(=O)(=O)Nc2cccc3c2O[C@@H](CN(C)CC2CC2)[C@@H](C)CN([C@@H](C)CO)C3=O)cc1
 : 2.9	67	i	6	-1%
CCN(CC(=O)Nc1ccc(OC)cc1)C(=O)c1ccc(N2CCCC2=O)cc1
 : 2.2	60	i	49	4%
COCCN(C(=O)C1CC(=O)N(Cc2ccccc2)C1)c1nc(-c2ccc([N+](=O)[O-])cc2)cs1 (stereo not given)
 : 4.8	67	i	36	8%
CCOC(=O)c1ccc(-n2cccc2/C=C2\NC(=O)NC2=O)cc1
 : -0.3	54	i	39	15%
O=C(COC(=O)CNC(=O)c1ccccc1Cl)NC1CCCC1
 : 2.7	65	i	25	1%
CCCCC(CC)C(=O)O (stereo not given)
 : 8.5	52	i	19	5%
O=C1C=C(c2ccc3ncccc3c2)C[C@@H](c2ccc3c(c2)OCO3)C1
 : -1.2	45	i	16	5%
O=C(CN1CCN(c2ccc(F)cc2)CC1)Nc1ccccc1C(=O)NCCc1ccccc1
 : 17	59	i	30	9%
O=C(COC(=O)/C=C/c1ccc(OC(F)F)cc1)NC1CCCCCC1
 : 0.0	51	i	32	-1%
